# Screens: PubChem, several laboratories
# Dyrk1A ADPGlo = inhibitors of rat Dyrk1A kinase; Q63470; ADP-Glo luminescence, NFATc1 peptide; inhibition, % at 12.5 µM; 0.43% of 310,000 active; AID 504441; in the data active = inhibition above about 50%;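 also: plate controls were vehicle with enzyme for no effect and no enzyme for full effect; many of its hits are not listed in these tables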
# TMEM16A act = activates or potentiates the mouse TMEM16A chloride channel; Q8BHY3; B-score at 10 µM; 0.3% of 340,000 active; HEK293 TMEM16A/YFP-H148Q/I152L, iodide quench fluorescence; active compounds read low;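 active = fluorescence-ratio B-score plate-corrected deviation score at least 3 library SD below zero, with starting fluorescence score within 5 deviations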;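 also: channel opened by trigger with iodide after compound preincubation; score built on the fluorescence ratio of max minus min over baseline; more negative score means more quench and so TMEM16A activation or potentiation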
# TMEM16A inh = blocks the mouse calcium-activated chloride channel TMEM16A; normalized B-score (activity score, 25-100; higher = stronger inhibition) at 10 µM; HEK293 TMEM16A/YFP iodide influx fluorescence, ionomycin; 1.2% of 310,000 active; Q8BHY3;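 active = ratio plate-corrected score three or more library SD toward inhibition, starting fluorescence score within five deviations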;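 also: score derived from kinetic fluorescence span divided by baseline fluorescence per well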
# KCNK9 block = blocks the human KCNK9 two-pore domain potassium channel; HEK293 KCNK9, FluxOR thallium flux fluorescence; active compounds read low; B-score at 10 µM; 1.2% of 310,000 active; AID 488922;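 active = ratio B-score over 3 SD below the library mean, with starting fluorescence within 5 SD of its mean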;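 also: negative B-score means less thallium flux so channel inhibition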
# Target sequence (Q9NPC2 whole entry, looked up, the tested form may be a part): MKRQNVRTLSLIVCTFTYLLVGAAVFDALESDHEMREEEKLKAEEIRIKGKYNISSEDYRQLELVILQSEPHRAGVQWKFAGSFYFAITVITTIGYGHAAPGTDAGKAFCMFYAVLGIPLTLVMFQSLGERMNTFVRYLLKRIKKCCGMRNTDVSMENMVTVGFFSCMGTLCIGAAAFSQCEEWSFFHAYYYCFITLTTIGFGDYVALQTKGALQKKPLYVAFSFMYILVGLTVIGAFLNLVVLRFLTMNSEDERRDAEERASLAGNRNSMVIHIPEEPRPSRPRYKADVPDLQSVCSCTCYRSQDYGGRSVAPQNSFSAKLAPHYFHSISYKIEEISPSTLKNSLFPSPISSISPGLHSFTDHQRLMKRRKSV
# hERG rescue = hERG (human) protection from proarrhythmic block | 0.51% of 310,000 active | activation (rescue from dofetilide block), less the hit threshold, % at 10 µM | CHO-hERG, FluxOR thallium flux, dofetilide IC70 present;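 active = activation above the mean of controls blocked by dofetilide plus 5 SD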;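 also: thallium influx through hERG after potassium depolarization seen as dye fluorescence rise; in these data hits start at about 4.7%; inactives centre near -7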
# KCNQ1 act = potentiators or activators of human KCNQ1 potassium channel. 0.35% of 310,000 active. B-score at 10 µM. CHO-K1 KCNQ1, thallium flux FluxOR fluorescence; active compounds read high. P51787. AID 2648;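 active = fluorescence ratio B-score, a plate-corrected score, at least three library SD, with initial intensity B-score within 5 SD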
#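 Assay system: CHO-K1 cells stably expressing KCNQ1; Medium: assay buffer with matched DMSO; Also added: K+/Tl+ depolarizing stimulus; Dosing: single dose; Timing: dye 90 min, compound 20 min, room temperature; Measured by: kinetic FluxOR thallium fluorescence, 10-s 1-Hz baseline, 110-s post-stimulus read; Read-out: peak-minus-minimum fluorescence over initial fluorescence, negative-control normalized, B-scored.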
# KCNK3 block = human KCNK3 channel inhibition, primary screen. CHO-KCNK3 thallium flux, FluxOR fluorescence; active compounds read low. O14649. 0.84% of 340,000 active. B-score at 10 µM. AID 602410;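 active = B-score under library mean minus 4 SD, starting fluorescence ratio at most library mean plus 5 SD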;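 also: more negative B-score means stronger inhibition of thallium flux through KCNK3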
# Target sequence (O14649 whole entry, looked up): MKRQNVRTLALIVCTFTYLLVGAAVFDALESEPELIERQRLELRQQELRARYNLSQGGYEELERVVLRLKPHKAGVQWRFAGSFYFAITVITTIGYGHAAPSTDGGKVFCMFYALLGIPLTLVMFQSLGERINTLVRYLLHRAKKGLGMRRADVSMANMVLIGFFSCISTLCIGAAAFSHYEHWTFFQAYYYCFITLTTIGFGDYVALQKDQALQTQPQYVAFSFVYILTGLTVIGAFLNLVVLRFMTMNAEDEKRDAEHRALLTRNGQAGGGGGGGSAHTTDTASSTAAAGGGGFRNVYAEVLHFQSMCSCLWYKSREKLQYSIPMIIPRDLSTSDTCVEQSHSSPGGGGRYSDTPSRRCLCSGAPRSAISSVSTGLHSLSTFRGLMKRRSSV
# TRPC4 agonist = TRPC4 (mouse) channel activation; Q9QUQ5; HEK293 TRPC4beta/mu-opioid, Fluo4 calcium fluorescence; active compounds read high; B-score at 10 µM; 0.49% of 310,000 active;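 active = B-score above 5 SD of library B-scores, and initial fluorescence ratio not above library mean plus 5 SD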;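 also: positive B-score marks a calcium rise read as TRPC4 activation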
#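 Technique: kinetic Fluo4 calcium fluorescence; Test system: TRPC4beta and mu-opioid receptor HEK293 stable cells; Measure: B-scored integrated calcium fluorescence ratio; Benchmarks: low control buffer alone, high control maximal DAMGO; Schedule: 45 min room-temperature Fluo4 loading, 110 s read.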
# KCNQ1 inh = human KCNQ1 channel inhibition | B-score at 10 µM | 1.3% of 310,000 active | P51787 | CHO-K1 KCNQ1, FluxOR thallium flux fluorescence; active compounds read high;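 active = compounds whose thallium flux B-score, printed positive for inhibition, exceeds three library SD while starting fluorescence stays within three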;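 also: channel opened by potassium depolarization with thallium stimulus after 20 min compound exposure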
# TRPC4 PAM = TRPC4 (mouse) allosteric potentiation | HEK293 TRPC4beta/mu-opioid, DAMGO EC20, Fluo-4 Ca2+ flux; active compounds read high | AID 2227 | B-score at 10 µM | Q9QUQ5 | 0.42% of 310,000 active;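 active = B-score of calcium response area above 5 SD of library B-scores, with initial fluorescence ratio within 5 SD of library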;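 also: B-score of integrated fluorescence ratio over time as area under calcium response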
# HDAC3 inh = human HDAC3 inhibition; O15379; recombinant HDAC3, fluorogenic peptide/trypsin coupled, fluorescence; inhibition, % at 8.3 µM; 0.15% of 320,000 active; AID 2718; in the data active = inhibition above about 26%, passing the limit was not always enough; inconclusive = no clear call, values can overlap the other calls
# * hit, by the source's call; i = inactive; ? = inconclusive; / = no result given.
SMILES,Dyrk1A ADPGlo,TMEM16A act,TMEM16A inh,KCNK9 block,hERG rescue,KCNQ1 act,KCNK3 block,TRPC4 agonist,KCNQ1 inh,TRPC4 PAM,HDAC3 inh
CCC(C)(C)NC(=O)CN(C(=O)CNS(=O)(=O)c1ccc(F)cc1)c1ccc2c(c1)OCCO2,7,i,i,i,-6,i,i,i,i,i,4
Cc1c(C)c2c(OCC(=O)NCc3ccncc3)cc3c(c2oc1=O)CCC(C)(C)O3,2,i,i,i,-2,i,i,i,i,i,-28
Cc1cccc(N(C(=O)c2ccco2)C(C(=O)NC2CCCC2)c2cccnc2)c1C (configuration not stated),-8,i,i,i,-6,i,i,i,i,i,-3
Cc1csc(NC(=O)c2cc3c(s2)CCCCC3)n1,17,i,i,i,-10,i,i,i,i,i,4
CCC1CCCCN1C(=O)CSc1nc(C)cc(C)n1 (configuration not stated),3,i,i,i,-13,i,i,i,i,i,-5
O=C(CCC(=O)c1ccc(F)cc1)NN1C(=O)NC2(CCCCC2)C1=O,/,i,i,i,-17,i,i,i,i,i,-2
COc1ccc(OC)c(/C=N/NC(=O)c2ccc(Cn3cc([N+](=O)[O-])cn3)o2)c1,13,i,i,i,-5,i,i,i,i,i,3
CCOc1ccccc1NC(=O)C(OC(=O)c1ccccc1O)c1ccccc1 (configuration not stated),-1,i,i,i,-7,i,i,i,i,i,2
CCOP(=O)(NC12CC3CC(CC(C3)C1)C2)NC12CC3CC(CC(C3)C1)C2,-5,i,i,i,-4,i,i,i,i,i,-6
O=C(CCN1CCCCCC1)c1ccccc1,-3,i,i,/,/,/,i,/,/,/,-1
O=C(NCC(c1ccco1)N1CCOCC1)c1ccc(Cl)cc1 (configuration not stated),1,i,i,i,-10,i,i,i,i,i,?
CC(C)[C@@H]1CC[C@@H](C)c2c(-c3ccccc3)n[nH]c21,9,i,i,i,-2,i,i,i,i,10*,6
O=C(O)CSc1cc(C(=O)c2ccccc2O)cn2c(=O)c3c4c(sc3nc12)CCCC4,-16,i,/,i,0,i,i,i,i,i,/
O=C1CC(/C=C/c2ccccn2)=Nc2ccccc2N1,-23,i,i,i,-10,i,i,i,i,i,3
CCCOC(=O)c1ccc(NC(=O)CCOc2ccccc2)cc1,-2,i,i,i,-9,i,i,i,i,i,10
CCc1ccc(NC(=S)N(Cc2cccc(Br)c2)CC2CCC(C(=O)O)CC2)cc1 (configuration not stated),-4,i,i,i,-11,i,i,i,i,i,3
C/C(CC(=O)N1CCN(C=O)CC1)=N\NC(=O)c1cc2ccccc2cc1O,4,i,i,i,-7,i,i,i,i,i,3
Cc1cc(C)n(CC(=O)N2CCc3ccccc32)c(=O)c1C#N,1,i,i,i,-4,i,i,i,i,i,-1
CCN(Cc1ccncc1)C(=O)c1ccccc1NS(=O)(=O)c1ccc(F)cc1,-4,i,i,i,-6,i,i,i,i,i,2
Cc1ccc(/C=C2\NC(=S)NC2=O)cc1[N+](=O)[O-],2,i,i,i,-9,i,i,i,i,i,1
Cc1cccc(NC(=O)/C(=C\c2ccc([N+](=O)[O-])o2)NC(=O)c2ccc(Cl)cc2)c1,-2,i,i,/,/,/,i,/,/,/,-1
C=CCNC(=S)N1CCC(C(=O)c2ccc(Cl)cc2)CC1,-4,i,i,i,-4,i,i,i,i,i,1
Cc1ccc(/C=N/NC(=O)c2cc3c(ccc4ccccc43)o2)o1,2,i,/,i,-10,i,i,i,i,i,/
Cc1cc(C)n2nc(CC(=O)NC3CCCCCC3)nc2n1,-9,i,i,i,-11,i,i,i,i,i,1

# Grouped by structure, the entries above with two or more sulfur atoms (2)
SMILES,Dyrk1A ADPGlo,TMEM16A act,TMEM16A inh,KCNK9 block,hERG rescue,KCNQ1 act,KCNK3 block,TRPC4 agonist,KCNQ1 inh,TRPC4 PAM,HDAC3 inh
Cc1csc(NC(=O)c2cc3c(s2)CCCCC3)n1,17,i,i,i,-10,i,i,i,i,i,4
O=C(O)CSc1cc(C(=O)c2ccccc2O)cn2c(=O)c3c4c(sc3nc12)CCCC4,-16,i,/,i,0,i,i,i,i,i,/

# Next part
SMILES,Dyrk1A ADPGlo,TMEM16A act,TMEM16A inh,KCNK9 block,hERG rescue,KCNQ1 act,KCNK3 block,TRPC4 agonist,KCNQ1 inh,TRPC4 PAM,HDAC3 inh
Cc1ccc(NC(=O)CCCC(=O)O)c(Br)c1,5,i,i,/,/,/,i,/,/,/,1
O=C(CN1CCN(C(=O)c2ccco2)CC1)Nc1ccc(F)cc1F,0,i,i,i,-1,i,i,i,i,i,5
CN1CCN(CCCNC(=O)c2ccc(NC(=O)C3=CSCCO3)cc2)CC1,-1,i,i,i,-3,i,i,i,i,i,8
COc1cccc(CNC(=O)c2ccccc2N)c1,5,i,i,i,-7,i,i,i,i,i,-32
C/C(=N/NC(=O)CC(=O)N/N=C(\C)c1ccc([N+](=O)[O-])cc1)c1ccc([N+](=O)[O-])cc1,/,i,i,i,-2,i,i,i,i,i,-3
Cc1ccccc1CN1CCc2c(OCC(=O)N3CCCc4ccccc43)cccc2C1=O,2,i,i,i,-10,i,i,i,i,i,5
Cc1cc(C)n2ncc(S(=O)(=O)c3ccccc3)c2n1,0,i,i,i,1,i,i,i,i,i,-11
CCOc1ncccc1C(=O)OC(C)C(=O)NC(=O)NC1CCCCC1 (configuration not stated),0,i,i,i,-19,i,i,i,i,i,0
COc1ccc(-n2c(N)c(C(=O)Nc3c(C)n(C)n(-c4ccccc4)c3=O)c3nc4ccccc4nc32)cc1,-1,i,i,i,-9,i,i,i,i,i,2
O=C(Nc1ccccc1C(F)(F)F)N1CCC(n2c(=O)[nH]c3ccccc32)CC1,-4,i,i,i,-11,i,i,i,i,i,3
CCN1C2=C(C(=O)CCC2)C(c2ccc(O)c(Br)c2)C2=C1CCCC2=O,-3,i,i,i,-2,i,i,i,i,i,1
CCOC(=O)C1Cc2ccccc2CN1 (configuration not stated),5,i,i,i,1,i,i,i,i,i,-8
CC(=O)c1ccc2noc(-c3ccc(Cl)cc3)c2c1,4,i,i,i,-3,i,i,i,i,i,?
COc1ccc(CCNC(=O)C(=O)N2CCCCC2)cc1OC,5,i,i,i,-8,i,i,i,i,i,-10
Fc1ccc(-c2cc(C(F)(F)F)nc(NCc3cccs3)n2)cc1,-1,i,i,i,-9,i,i,i,i,i,8
COc1ccc(NC(=O)COC(=O)/C=C/C(=O)OCC(=O)Nc2ccc(OC)c(Cl)c2)cc1Cl,2,i,i,i,-10,i,i,i,i,i,0
CCCn1c(NCc2ccco2)nc2c1c(=O)n(C)c(=O)n2C,-2,i,i,i,-6,i,i,i,i,i,1
Cc1ccc(-c2nc(P(=O)(c3ccccc3)c3ccccc3)c(N3CCOCC3)o2)cc1,-3,i,i,i,-7,i,i,i,i,i,4
O=[N+]([O-])c1cc(C(F)(F)F)cc([N+](=O)[O-])c1NCCCNc1ccc([N+](=O)[O-])c2cccnc12,-4,i,i,i,-7,i,i,i,i,i,4
S=C(Nc1ccc(Cl)c(Cl)c1)NN1CCOCC1,3,i,i,i,-6,i,i,i,i,i,-5
N/C(Cn1cncn1)=N\NC(=O)C(=O)Nc1ccc(Cl)cc1Cl,-3,i,i,i,-11,i,i,i,i,i,?
O=C(NC(=O)c1ccccc1)OCC1CCCN2CCCCC12 (configuration not stated),11,i,i,i,-8,i,i,i,i,i,8
CCC(CC)NC(=O)COC(=O)c1ccc(OCC(=O)Nc2ccccc2OC)c(OC)c1,/,i,i,i,-6,i,i,i,i,i,1
CCN(CC)c1nc2c(c(=O)n(C)c(=O)n2C)n1CCCc1ccccc1,-2,i,i,i,-7,i,i,i,i,i,3
Cc1nc(NCc2ccccc2)sc1C(=O)Nc1ccccc1,/,i,i,i,-9,i,i,i,i,i,2
COc1ccc(NC(=O)c2nc[nH]c2C(=O)Nc2ccccc2C)cc1,5,i,i,i,-6,i,i,i,i,i,5
CN(C)CC1(c2ccccc2)CCCC1,/,i,i,i,-11,i,i,i,i,i,-3
CCCNc1nc(NCC)nc(OC)n1,-5,i,i,i,-14,i,i,i,i,i,-16
COc1cccc(NC(=O)CSc2nnc(CN3CCOCC3)n2C)c1,0,i,i,i,-1,i,i,i,i,i,-3
COCCNc1nc2nonc2nc1N1C[C@H]2CC[C@H]1C2,2,i,i,i,-13,i,i,i,i,i,-6
COCCn1c(=NC(=O)CCS(=O)(=O)c2ccccc2)sc2cc(C(=O)OC)ccc21,0,i,i,i,-3,i,i,i,i,i,-2
O=C(NCCCN1CCCC1=O)c1csc2ccccc12,6,i,i,i,-12,i,i,i,i,i,1
COc1ccnc(-n2cccc2/C=N/O)c1C#N,-3,i,i,i,-4,i,i,i,i,i,-1
COc1ccc(C(C(=O)NC(C)(C)C)N(Cc2cccs2)C(=O)CCC(=O)Nc2cc(C)on2)cc1 (configuration not stated),1,i,i,i,-3,i,i,i,i,i,-2
CC(=O)c1cccc(NC(=S)NC(=O)CC(C)C)c1,14,i,i,i,-10,i,i,i,i,i,6
CC1Cc2ccccc2N1Cc1cc(=O)n2ccsc2n1 (configuration not stated),5,i,i,/,/,/,i,/,/,/,8
CC1CCN(S(=O)(=O)c2ccc(N/N=C(/C#N)C(N)=O)cc2)CC1,4,i,i,i,-8,i,i,i,i,i,-2
CCOC(=O)N1CCN(c2nc3ccccc3nc2C(C#N)C(=O)NCCc2ccccc2)CC1 (configuration not stated),5,i,i,i,-14,i,i,i,8*,i,-5
Cc1c(CC(=O)N2CCN(C(=O)C3COc4ccccc4O3)CC2)c(=O)oc2c(O)c(O)ccc12 (configuration not stated),-1,i,i,i,-5,i,i,i,i,i,-1
COc1cc(C(=O)NCCc2c[nH]c3ccccc23)ccc1OCc1c(C)noc1C,/,i,i,i,-6,i,i,i,i,i,12
CCN(CC)CC(=O)c1c[nH]c2ccc(C)cc12,8,i,i,/,/,/,i,/,/,/,12
CC(C)(C)n1nc2c(c1NC(=O)c1c(F)cccc1F)CS(=O)(=O)C2,4,i,i,i,-4,i,i,i,i,i,3
Cc1c(C(=O)NCC2CCCO2)oc2ccc(Br)cc12 (configuration not stated),13,i,i,i,0,i,i,i,i,i,/
Cc1ccccc1Nc1nc(N)nc(COC(=O)[C@@H](NC(=O)c2ccccc2Cl)C(C)C)n1,3,i,i,i,-14,i,i,i,i,i,5
Cc1ccc(-c2cc3ncc(C#N)c(N)n3n2)cc1,-2,i,i,i,-6,i,i,i,i,i,-5
Cc1ccccc1OCC(O)Cn1c(NCc2ccco2)nc2c1c(=O)[nH]c(=O)n2C (configuration not stated),2,i,i,i,-2,i,i,i,i,i,-7

# The list is partial; the hit share may differ from the screen's.
